RSV antiviral HEp-2 = RSV antiviral activity via CPE protection, HEp-2 cells, primary 10 µM value included (AID 2391); HEp-2 cells, RSV-induced CPE inhibition; higher % means a stronger effect; CPE inhibition, % at 10 µM; hits with a dose series show IC50 in µM; 310,000 compounds, 0.13% hits; in the data active = a potency from the dose series; inconclusive = CPE inhibition mostly from about 23% at the one dose, without a potency; inactive = the rest, 99 in 100 with CPE inhibition below about 21%; also: strong numbers were not always called active
Rac1 GTP hydrolysis = MgcRacGAP GTPase-activating activity inhibitors, confirmation, biochemical, ADP Hunter fluorescence | MgcRacGAP-stimulated Rac1 GTP hydrolysis, ADP Hunter fluorescence; higher % means a stronger effect; GST-tagged Rac1 F28L mutant substrate | inhibition, % at 30 µM, or IC50 in µM where a hit was titrated | 340,000 compounds, 0.6% hits | AID 624330, 2012;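 active = first-screen hits whose inhibition reached a set limit at any dose in the follow-up dose series; inconclusive = inhibition above the set first-screen limit but never retested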;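 also: fluorescence reports GDP produced by GAP-driven GTP hydrolysis; strong numbers were not always called active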
bCat nuc transl = modulators of beta-catenin nuclear translocation, primary screen, imaging, HeLa cells, immunofluorescence, high-content. 190,000 compounds, 0.3% hits. AID 1665, 2009. nuclear translocation activity, % at 5 µM;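 active = nuclear translocation activity above 50% at 5 µM, with a well cell count of 50 or more; inconclusive = wells under 50 cells across six images, flagged as toxic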;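 also: per-cell ratio of nuclear to cytoplasmic median beta-catenin stain intensity; plate controls were DMSO negative control for no effect and GSK-3 inhibitor IX positive control for full effect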
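assay system = human HeLa cells, endogenous beta-catenin | times = compound treatment 24 h, 37°C, 5% CO2 | detection = Anti-beta-catenin immunofluorescence on PFA-fixed, Triton-permeabilized cells, DAPI nuclei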
Myeloid diff MLP = induction of myeloid progenitor differentiation, primary screen, cell-based, flow cytometry, MLPCN library | ER-HoxA9 myeloid progenitors, lysozyme-GFP differentiation | calls only at 10 µM | 360,000 compounds, 1% hits;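 active = normalized GFP-positive differentiation at or above the plate's own cutoff, the solvent-only control mean plus 3 SD; inconclusive = no clear call, values can overlap the other calls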;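 also: cells exposed to compound for four days before flow analysis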
PhoP inhibition = inhibitors of PhoP regulon expression, primary screen, Salmonella Typhimurium, GFP reporter (AID 1863); S. Typhimurium PhoP-regulated promoter GFP reporter, 4 h; higher % means a stronger effect; inhibition, % at 50 µM; hits with a dose series show IC50 in µM; 300,000 compounds, 0.16% hits;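 active = inhibition over 29.93%, a cutoff 3 SD above the screen mean, later confirmed by dose response; inconclusive = inhibition over 29.93% but no dose response follow-up; inactive = inhibition at most 29.93% or unconfirmed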;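 also: 0% = low Mg2+ inducing control and 100% = high Mg2+ repressing control; strong numbers were not always called active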
WT yeast gro inh = growth inhibition of WT strain, primary screen, mitochondrial fusion inhibitor project, WT and mutant strains, chemical genetic | mitochondrial fusion phenotypic screen | AID 1362, 2008 | 190,000 compounds, 2.1% hits | inhibition, % at 10 µM; in the data active = inhibition above about 58%; tested in S. cerevisiae
SV40 large T antigen = SV40 large T antigen inhibitors, biochemical (AID 1903). SV40 large T antigen ATPase/helicase inhibition assay; higher % means a stronger effect. inhibition, % at 20 µM; hits with a dose series show IC50 in µM. 310,000 compounds, 0.39% hits; in the data active = a potency from the dose series; inconclusive = inhibition mostly from about 32% at the one dose, without a potency; inactive = the rest, 99 in 100 with inhibition below about 32%; also: strong numbers were not always called active
West Nile antiviral = West Nile virus antiviral activity, cell-based, CPE readout (AID 1621); West Nile virus-infected cells, CPE inhibition; higher % means a stronger effect; one-dose CPE inhibition, % at 10 µM; IC50 in µM for titrated hits; 290,000 compounds, 0.02% hits; in the data active = a potency from the dose series; inconclusive = CPE inhibition mostly from about 3.7% at the one dose, without a potency; inactive = the rest, 99 in 100 with CPE inhibition below about 2.2%; also: strong numbers were not always called active
T cell HTS = modulators of CD8 T cell-vesicle binding, primary screen, mouse 2C CD8+ T cells, flow cytometry. calls only at 7 µM. 330,000 compounds, 0.068% hits. 2C CD8+ T cell-vesicle binding; stronger effect = lower value. AID 2052, 2009;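 active = response, share of CD8 T cells binding vesicles, and their 90th percentile fluorescence all below set limits, cut at about 80% in these data, passing the limit was not always enough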
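Assay system – 2C mouse CD8+ T cells · Also added – QL9-loaded Drosophila micro-vesicles · Timing – Cell–vesicle co-incubation 1.5 h at 37 °C, staining 20 min on ice · Signal – flow cytometry of vesicle-bound cells · Measure – percent CD8+ FL2 mean versus row control · Controls – Peptide-free naked vesicles (low) and QL9 vesicles with 0.7% DMSO vehicle (high)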
WT yeast gro inh mutant strain = further read-out of WT yeast gro inh, marked with its call; inhibition, %; mitochondrial fusion phenotypic screen, mutant strain inhibition
bCat nuc transl cell count 5 µM = recorded beside bCat nuc transl, whose call it bears; cell count; measured here: cell count, cytotoxicity flag
T cell HTS vesicle-bound % = also measured in T cell HTS; calls as there; double positive events, %; measured here: CD8+ vesicle-bound cell fraction;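 binding gate set so that unloaded-vesicle control wells show 10% double positive cells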
Myeloid diff MLP GFP+ MAC1+ % = second read-out of Myeloid diff MLP, no call of its own (marks repeat the call); GFP+ MAC1+ double positive, %; measured here: differentiation confirmed by MAC1 staining
* = called active by the depositor; i = inactive; u = inconclusive; x = not tested or not shown.

SMILES	RSV antiviral HEp-2	Rac1 GTP hydrolysis	bCat nuc transl	bCat nuc transl cell count 5 µM	Myeloid diff MLP	Myeloid diff MLP GFP+ MAC1+ %	PhoP inhibition	WT yeast gro inh	WT yeast gro inh mutant strain	SV40 large T antigen	West Nile antiviral	T cell HTS	T cell HTS vesicle-bound %
CCOc1ccc(-c2nn(-c3ccccc3)cc2/C=C2\SC(N)=NC2=O)cc1C	0.4%	8%	6.1	1330	i	1.2	0%	43	-6	4%	0.4%	i	54
Cc1cc(O)ccc1Nc1nc(-c2cccnc2)cs1	-0.5%	28%	x	x	i	0.7	5%	x	x	25%	-0.7%	i	21
O=C(CSc1nnc(-c2cccs2)n1C1CC1)NC1CCS(=O)(=O)C1 (stereo unspecified)	1.4%	7%	x	x	i	0.6	x	x	x	x	x	i	19
O=C(Nc1cccc(-c2cn3c(n2)SCC3)c1)c1ccc2ccccc2n1	13%	6%	-1.5	1066	i	0.8	-5%	6	7	1%	0.1%	i	12
CCCn1c(SCc2nc3ccccc3s2)n[nH]c1=O	0.0%	1%	-0.4	1000	i	0.3	6%	5	-5	-4%	-0.7%	i	43
Cc1nc2ccccc2c(=O)n1CCCN1CCOCC1	0.5%	9%	-1.1	1260	i	1.0	-4%	x	x	1%	-0.1%	i	18
COc1ccc(NC(=O)COC(=O)[C@@H]2CCCN2S(=O)(=O)c2ccccc2F)c(OC)c1	-1.7%	0%	-4.0	1082	i	0.6	6%	18	-34	5%	-0.9%	i	39
CN(c1ccccc1)S(=O)(=O)c1cccc(NC(=O)Cc2c(F)cccc2Cl)c1	21%	2%	3.0	853	i	0.8	0%	17	-12	1%	-1.6%	i	16
Cc1ccnc(NC(=O)c2cccc(S(=O)(=O)N3CCN(c4ccc(F)cc4)CC3)c2)c1	47%	1%	x	x	i	0.4	-3%	x	x	7%	x	i	19
O=[N+]([O-])c1ccc(-c2cnc(SCc3ccccc3Cl)[nH]2)cc1	5.8%	12%	1.9	1343	i	1.0	-3%	-6	-6	7%	-0.5%	i	53
Cc1ccccc1N(CC(=O)NCc1ccco1)C(=O)CCC(=O)Nc1nccs1	1.6%	9%	-3.0	1022	i	0.2	x	18	1	x	0.0%	i	60
CCN(c1ccccc1)S(=O)(=O)c1cc(NC(=O)COC(=O)C2CC2)ccc1Cl	-1.6%	6%	1.0	1148	i	0.8	-2%	-6	1	19%	-0.9%	i	13
O=C(Cc1ccccc1)Nc1c[nH]c(=O)[nH]c1=O	2.0%	3%	-0.6	1001	i	0.8	0%	-12	0	21%	1.0%	i	4
CCC1CCCCN1C(=O)CSc1nnc(-c2ccc(Cl)s2)o1 (stereo unspecified)	10%	4%	-4.7	857	i	0.3	-7%	-2	-8	8%	-0.3%	i	42
CCOc1cc(/C=N/NC(=O)CCc2n[nH]c(=O)[nH]c2=O)ccc1O	-1.0%	60µM*	-5.3	1101	i	0.8	3%	-10	3	33µM*	0.2%	i	25
CCC(C)NC(=O)C1CCN(S(=O)(=O)c2cccc3cccnc23)CC1 (stereo unspecified)	-1.8%	3%	0.5	1182	i	2.9	5%	9	4	2%	0.7%	i	38
O=C(c1ccc(F)cc1)N1CCCC(c2nc(-c3ccncc3)no2)C1 (stereo unspecified)	-1.1%	3%	x	x	i	0.9	4%	x	x	8%	x	i	20
O=C(NCCc1ccccc1F)C1CCC(=O)N(CCCN2CCCC2=O)C1 (stereo unspecified)	0.3%	1%	x	x	i	0.4	-1%	x	x	6%	-0.4%	i	51
CCOP(=O)(OCC)C(Nc1cccc(C(F)(F)F)c1)c1ccc(F)cc1 (stereo unspecified)	3.9%	6%	-5.8	581	i	0.8	2%	32	-8	8%	-1.8%	i	37
Cc1c(NC(=O)C(c2ccccc2)c2ccccc2)cccc1C(=O)O	0.8%	-1%	0.4	1243	i	0.2	-12%	x	x	-1%	0.1%	i	45
c1cncc(C(c2nnnn2C2CCCC2)N2CCN(Cc3ccc4c(c3)OCO4)CC2)c1 (stereo unspecified)	-1.3%	3%	-5.0	1018	i	4.2	3%	-13	8	4%	-0.7%	i	37
CC(C)(C)c1cc[n+](-c2nc([O-])sc2C=O)cc1	1.8%	7%	3.8	597	i	0.6	-2%	-8	-20	6%	0.2%	i	27
O=C(NCc1ccccc1)C1(C(F)(F)F)C/C(=C/CCO)CCCO1 (stereo unspecified)	0.3%	6%	x	x	i	1.5	-1%	x	x	12%	0.1%	i	49
CCOc1ccc(-c2cc(N)n(S(=O)(=O)c3cccc4nsnc34)n2)cc1	5.1%	8%	1.5	1308	i	0.4	3%	x	x	5%	-0.2%	i	20

Some entries already given, reduced to RSV antiviral HEp-2, WT yeast gro inh mutant strain and T cell HTS.
structure	RSV antiviral HEp-2	WT yeast gro inh mutant strain	T cell HTS
CC(C)(C)c1cc[n+](-c2nc([O-])sc2C=O)cc1	1.8%	-20	i
O=C(NCc1ccccc1)C1(C(F)(F)F)C/C(=C/CCO)CCCO1 (stereo unspecified)	0.3%	x	i
CCOc1ccc(-c2cc(N)n(S(=O)(=O)c3cccc4nsnc34)n2)cc1	5.1%	x	i

New compounds follow
SMILES	RSV antiviral HEp-2	Rac1 GTP hydrolysis	bCat nuc transl	bCat nuc transl cell count 5 µM	Myeloid diff MLP	Myeloid diff MLP GFP+ MAC1+ %	PhoP inhibition	WT yeast gro inh	WT yeast gro inh mutant strain	SV40 large T antigen	West Nile antiviral	T cell HTS	T cell HTS vesicle-bound %
Cc1ccc(NC(=O)Cc2nnc(SCC(=O)NC3=NCCS3)n2C)cc1	3.8%	10%	x	x	i	0.9	2%	x	x	-2%	0.6%	i	19
CC1CCCCN1C(=O)CSc1nc(C2CC2)nc2ccccc12 (stereo unspecified)	2.8%	6%	x	x	i	1.9	2%	x	x	3%	1.8%	i	20
CN1CCN(NC(=O)COc2cccc(C(F)(F)F)c2)CC1	1.4%	0%	0.6	1148	i	0.3	5%	-11	13	13%	-0.3%	i	39
N/C(COc1ncn(-c2ccccc2)n1)=N\S(=O)(=O)c1ccc(Cl)cc1Cl	1.5%	8%	0.6	1467	i	0.1	-4%	13	16	8%	-0.4%	i	59
CC(NC(=O)CN(c1ccccc1F)S(C)(=O)=O)c1ccccc1 (stereo unspecified)	1.0%	-2%	x	x	i	1.4	0%	x	x	6%	-0.8%	i	63
Fc1ccc(CNC(=S)Nc2ccc(OC(F)F)cc2)cc1	3.5%	6%	2.5	846	i	0.1	-5%	8	12	6%	-1.0%	i	53
CCN(CCCNC(=O)C1CCN(S(=O)(=O)N2CCC3(CC2)OCCO3)CC1)c1ccccc1	-1.0%	9%	-1.0	1341	i	2.6	8%	7	10	16%	-1.3%	i	16
Cc1ccc(NC(=O)CCn2c(=O)oc3ccccc32)cc1	1.5%	6%	-6.8	906	i	0.4	-8%	-16	-6	6%	0.2%	i	4
O=C(NN1C(=O)c2ccccc2NC1c1cccnc1)c1ccc([N+](=O)[O-])cc1 (stereo unspecified)	1.3%	0%	2.3	490	i	1.0	-7%	-6	-6	11%	0.0%	i	49
CN(C(=O)Cc1c[nH]c2ccccc12)C(C(=O)Nc1ccc2c(c1)OCO2)c1ccccc1 (stereo unspecified)	12%	4%	-2.7	507	i	0.6	17%	2	-13	7%	-0.5%	i	11
CCOc1ccc(C(=O)Nc2cc3c(cc2N2CCCC2)n(CC)c(=O)n3CC)cc1OCC	6.7%	4%	x	x	x	x	-13%	x	x	23%	0.5%	i	51
COC(=O)C1CCN(C(=O)c2ccc(NC(C)=O)cc2)CC1	-0.2%	6%	3.8	1132	i	0.6	2%	-12	-7	0%	1.2%	i	58
COc1ccccc1C(=O)NCCC(=O)NCc1cccnc1	0.4%	11%	x	x	i	0.5	x	x	x	x	x	i	36
NC(=O)c1ccccc1OCC(=O)NS(=O)(=O)c1ccc(Cl)cc1	0.5%	2%	-6.1	1276	i	5.7	-12%	-4	1	15%	0.8%	x	x
O=c1[nH]c(-c2ccc(O)cc2)nc2scc(-c3cccs3)c12	1.4%	14%	-3.7	1185	i	0.7	-13%	x	x	5%	0.1%	i	54
Cc1ccc(NC(=O)c2cc(S(=O)(=O)N3CCc4ccccc43)cn2C)cc1C	6.4%	6%	x	x	i	1.8	x	x	x	1%	0.6%	i	30
COc1ccc(CCn2c(=N)c(C(=O)NCC3CCCO3)cc3c(=O)n4cccc(C)c4nc32)cc1 (stereo unspecified)	-0.8%	-40%	x	x	u	x	-8%	x	x	x	0.0%	i	15
O=C(c1ccc(OC2CCN(Cc3ccccc3O)CC2)cc1)N1CCCCC1	0.4%	1%	x	x	i	0.8	-5%	x	x	23%	-0.8%	i	6
COCCCN(C(=O)C1CCC1)c1c(N)n(Cc2ccccc2)c(=O)[nH]c1=O	1.2%	5%	x	x	i	1.0	x	x	x	x	x	i	36
COc1ccc(-c2[nH]c(-c3cc(OC)c4c(c3)OCO4)nc2-c2ccccc2)cc1	u	14%	-1.6	1125	i	0.2	-2%	63*	10*	10%	-0.9%	i	45
O=C(O)Cn1ncc2c1-c1ccoc1CC2	0.7%	-1%	-1.1	1165	i	0.9	-3%	3	-7	13%	0.3%	i	36
CC1CCN(C(c2ccc(N(C)C)cc2)c2nnnn2Cc2ccc(F)cc2)CC1 (stereo unspecified)	1.0%	11%	6.1	494	i	0.2	-8%	9	4	30%	0.2%	i	5
CCNCCNC(=O)c1c(O)c2cccc3c2n(c1=O)CCC3	-1.8%	8%	-2.2	947	i	5.8	10%	-1	-6	8%	-0.2%	i	50
COc1cccc(NC(=O)Cc2ccc(C)cc2)c1	1.9%	-5%	x	x	i	0.5	-11%	-7	-1	3%	-0.6%	i	49
CC(=O)C1=C(C)N(Cc2ccccc2)C(=O)N[C@H]1c1cccs1	0.9%	4%	x	x	i	0.2	0%	6	-3	5%	1.1%	i	37

Compound activity as filed in PubChem.
